Assay outcomes: PubChem BioAssay, Sanford-Burnham Center for Chemical Genomics
GRIN3A LBD mod: modulates the human NR3A ligand-binding domain | NR3A LBD differential scanning fluorimetry, Tm shift; 0% = protein alone, 100% = glycine-bound protein | Tm shift relative to glycine control, % at 25 µM | 340,000 tested, 2.5% active | AID 1259313;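 active means melting temperature shift of at least 10% of the positive control shift, at one fixed dose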
hIAP act: increases human intestinal alkaline phosphatase activity; P09923; purified human IAP, CDP-Star luminescence, 30 min; stronger effect = higher value; 1 = vehicle-only enzyme, 0 = enzyme-free background; activation factor at 10 µM; 330,000 tested, 0.16% active; AID 2524;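 active means activation factor of the enzyme at least 2-fold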; further: the source names both 10 and 20 µM as test concentration; values of inactives mirror those of a sister screen read the other way
MPTP inh: permeability transition pore inhibition. AID 602449. inhibition, % at 10 µM. 360,000 tested, 1.4% active. isolated mouse mitochondria, Ca2+ swelling absorbance, 30 min;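 active means inhibition of 50% or more, scaled per plate between neutral and stimulator controls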;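 further: 0% = DMSO wells given calcium and 100% = 1 mM EGTA wells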
ATG4B inh: blocks human ATG4B protease cleavage of LC3 substrate; Q9Y4P1; ATG4B cleavage of LC3-PLA2, NBD-HPC fluorescence, 1 h; inhibition, % at 8.33 µM; 340,000 tested, 0.51% active; AID 504462; in the data active means inhibition above about 40%
Target sequence (Q9Y4P1 whole entry, looked up): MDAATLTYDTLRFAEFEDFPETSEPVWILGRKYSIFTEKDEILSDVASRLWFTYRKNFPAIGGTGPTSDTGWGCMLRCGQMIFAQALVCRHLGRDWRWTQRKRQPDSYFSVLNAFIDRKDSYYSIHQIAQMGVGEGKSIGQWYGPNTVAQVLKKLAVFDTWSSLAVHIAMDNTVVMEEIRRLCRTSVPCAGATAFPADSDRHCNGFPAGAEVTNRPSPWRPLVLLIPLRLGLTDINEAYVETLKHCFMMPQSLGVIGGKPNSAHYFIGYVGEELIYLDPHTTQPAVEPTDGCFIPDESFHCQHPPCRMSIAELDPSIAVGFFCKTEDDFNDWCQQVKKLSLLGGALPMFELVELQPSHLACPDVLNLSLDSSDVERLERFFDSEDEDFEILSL
SENP8 inh: SENP8 (human) protease inhibition; 360,000 tested, 0.64% active; AID 602440; recombinant SENP8, Nedd8 substrate fluorescence; inhibition, % at 20 µM; Q96LD8; in the data active means inhibition mostly above about 40%, no sharp cut-off; inactive means mostly below about 27%
Target sequence (Q96LD8 whole entry, looked up): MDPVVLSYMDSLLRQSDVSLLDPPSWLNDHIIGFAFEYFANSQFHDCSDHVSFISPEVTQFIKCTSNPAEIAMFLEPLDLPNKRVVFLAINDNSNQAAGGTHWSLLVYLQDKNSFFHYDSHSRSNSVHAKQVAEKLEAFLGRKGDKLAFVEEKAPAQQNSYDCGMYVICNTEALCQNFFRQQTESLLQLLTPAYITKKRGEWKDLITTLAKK
SENP1 FRET inh: SENP1 (human) catalytic domain inhibition; recombinant SENP1 catalytic domain, CyPet-SUMO1-YPet FRET cleavage; inhibition, % at 10 µM; 360,000 tested, 0.21% active; AID 624204;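 active means inhibition at least 30% at 10 µM, raw YFP signal under a set limit, fluorescence ratio 0.5 to 1.5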;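 further: 0% = enzyme with DMSO and 100% = no enzyme wells; some results filed as inactive read as strong as hits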
Target sequence (Q9P0U3 419-644 limits assumed): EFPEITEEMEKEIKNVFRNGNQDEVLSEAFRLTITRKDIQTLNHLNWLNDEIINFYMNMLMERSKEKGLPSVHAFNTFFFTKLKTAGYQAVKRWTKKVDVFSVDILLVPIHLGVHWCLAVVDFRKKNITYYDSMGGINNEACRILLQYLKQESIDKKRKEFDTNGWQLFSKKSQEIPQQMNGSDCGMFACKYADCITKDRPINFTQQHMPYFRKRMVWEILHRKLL
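system = hSENP1 catalytic domain, recombinant | reagent = SFCypet-SUMO1-SFYpet substrate at 25 nM | doses = one dose per compound, 10 µM, 0.5% DMSO | incubation = enzyme reaction for 50 min at room temperature, dark | measured by = FRET, CFP and YFP emission | controls = no-enzyme low, enzyme-DMSO high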
PfG6PD inh: PfG6PD (Plasmodium falciparum) enzyme inhibition; PfGluPho enzyme, NADPH resazurin-diaphorase fluorescence; inhibition, % at 20 µM; 350,000 tested, 0.78% active;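 active means inhibition reaching at least a set limit at 20 µM in the primary screen, cut at about 59% in these data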;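 further: 0% = DMSO wells with substrate and 100% = DMSO wells lacking glucose-6-phosphate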
SENP6 block: inhibitors of human SENP6 protease; 330,000 tested, 1.8% active; Q9GZR1; inhibition, % at 10 µM; Recombinant SENP6 catalytic domain, aminoluciferin luminescence;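 active means inhibition above about 50% at the single tested dose, limit read from the data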;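 further: plate controls were DMSO wells with enzyme for no effect and DMSO wells lacking enzyme for full effect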
* = called active by the depositor; i = inactive; . = no result given; & = joins results of further samples.

SMILES	GRIN3A LBD mod	hIAP act	MPTP inh	ATG4B inh	SENP8 inh	SENP1 FRET inh	PfG6PD inh	SENP6 block
CC(C)(C)NC(=O)NC(=O)CN1CCN(c2ccc(O)cc2)CC1	0	0.79	0.6	-13	13	0	58	-8
CC(=O)c1cccc(NC(=O)Cn2nc(-c3ccccc3Cl)ccc2=O)c1	1	0.95	0.7	2	27	0	-13	18
COc1ccc(C2/C=C\CN(S(=O)(=O)c3ccc4ccccc4c3)CC(=O)N2Cc2ccc(F)cc2)cc1 (stereo not given)	0	1.1	1.6	-13	17	3	4	-2
CCS(=O)(=O)c1ccc2oc(SCC(=O)NCCc3ccc(F)cc3)nc2c1	-2	0.85	-1.0	-1	7	3	-10	-11
O=C(NC1(C(=O)O)CCCC1)c1ccccc1	2	.	-0.8	2	2	4	-4	.
Cc1nnc(NC(=O)c2cccc(S(=O)(=O)N3CCOCC3)c2)s1	-2	1.1	4.2	4	14	-19	-13	2
CCC(C)Sc1cc(-c2nc3ccccn3c2NC2CCCCC2)ccc1OC (stereo not given)	-27	0.98	4.4&2.8	19	i	-36&-8	23	-9
Cc1cc(O)ccc1NC(=O)Cc1cccc2ccccc12	2	.	0.3	1	6	3	-4	.
C[C@@H]1CN([C@@H](C)CO)C(=O)c2cc(Br)cnc2O[C@H]1CN(C)Cc1cccc(C(=O)O)c1	.	.	-0.5	.	8	1	-4	.
Cc1ccc(-c2cc(C(=O)NC3CCN(Cc4ccccc4)CC3)c3ccccc3n2)cc1	-3	0.96	25	3	-206	-2	-14	-11
Cc1cc(C)n(-c2nc3sc4c(c3c3nnc(SCC(N)=O)n23)CC(C)(C)OC4)n1	-3	.	-0.3	5	i	-12	-5	.
CN1C(=O)C2C3c4ccccc4C(c4ccccc43)[C@@H]2C1=O (stereo not given in full)	1	1	-0.8	-5	16	1	1	9
COc1ccc(SC[C@H](Cc2ccccc2)N2CCN(C)CCC2=O)cc1	-4	1	-2.6	-15	17	-3	2	-9
CCC(C)(C)NC(=O)C(c1ccc(OC)cc1)N(Cc1ccccc1)C(=O)CCC(=O)Nc1cc(C)on1 (stereo not given)	0	0.95	-1.1	-8	2	0	-5	-17
Cc1nn(Cc2ccc(Cl)cc2)c(C)c1N	2	1	-0.1	-23	10	3	5	4
Clc1ccc(Cn2ccc(-c3ccc4c(c3)OCO4)n2)cc1Cl	-7	1	4.1	15	3	2	20	-8
Cc1cc(C(=O)COc2ccccc2Cl)c(C)n1C1CC1	-2	1	-0.3	-6	1	2	9	2
CC(OC(=O)c1ccc(Cl)nc1)C(=O)N1CCc2ccccc21 (stereo not given)	1	1.1	-0.2	3	11	2	5	0
CC(=O)NC(=O)c1ccc(-c2ccc(Cl)cc2)o1	-1	1	-0.3	-5	-362	3	-6	-33
Cc1c(NC(=S)NC(=O)c2sc3ccccc3c2Cl)cccc1C(=O)O	2	1.1	-1.5	-2	6	-18	-3	26
Cc1c(Br)c(=O)oc2c(Br)c(O)ccc12	1	1	-0.6	-4	-431	-42	1	2
COc1ccc(CN(C2CCCC2)S(=O)(=O)c2ccc(-n3cnnn3)cc2)cc1OC	0	1.2	0.2	-14	26	3	-4	-17
N=C1C(c2nc3ccccc3[nH]2)=C(O)CN1C1CCCCC1	-2	1.2	2.6	3	7	-2	1	-19
Cc1ccccc1OCC(=O)NNC(=O)Nc1ccc(Cl)cc1	-10	0.77	-3.0	-12	32	2	14	-6
Cc1ccc(Nc2n[nH]c(C)c2[N+](=O)[O-])c(C)c1	-2	0.95	16	-6	40	4	20	-11
Cn1c(SCC(=O)NNC(=O)Nc2ccc(Cl)cc2)nnc1-c1ccccc1	1	1.5	.	-13	.	.	-3	2
CCN(CC)CCNC(=O)C(=O)Nc1ccc(C(=O)OC)cc1	0	1	2.0	-5	5	3	-4	-1
COc1ccc(-n2c(-c3cc(-c4ccccc4)sc3N)n[nH]c2=S)cc1	4	0.83	5.0	-2	-189	-4	-8	-3
Cc1ccc(C)c(OCCCCN2CCCCC2)c1	0	0.82	0.4	-2	13	2	13	5
O=C1OC(c2cccc([N+](=O)[O-])c2)C2(CCCC2)C(=O)C12CCCCC2 (stereo not given)	-1	1	13	3	33	1	1	-6
Cc1nnc(NC(=O)c2cccc(S(=O)(=O)N3CCc4ccccc43)c2)s1	-6	0.92	-0.4	6	17	1	-35	-14
O=C(Cn1cc(C(F)(F)F)cc(Cl)c1=O)NCCc1ccccc1	-6	0.9	-0.1	-2	22	5	-5	-8
O=C(NCc1ccco1)c1cc2nc(-c3cccs3)cc(C(F)(F)F)n2n1	2	0.95	0.1	5	-272	-35	12	-10
CN(C)/C=C(/C(=O)c1ccccc1Cl)S(=O)(=O)c1ccccc1	1	0.8	-0.1	-2	21	-1	-8	-12
CC(C)(C)c1ccc(/C=N/OCC(=O)NCc2ccc(F)cc2)cc1	-7	1.3	2.6	36	27	0	12	-8
COc1ccc(C)cc1S(=O)(=O)NC1CCCCCC1	1	0.96	-2.3	-9	-9	-2	6	5
CC1CCCC(C)N1C(=O)Cn1nnc(-c2ccc([N+](=O)[O-])cc2)n1 (stereo not given)	2	1.1	1.2	-3	3	1	6	17
COc1ccc(CN2CC[C@@H](N3CCOCC3)[C@H](O)C2)cc1F	1	1.3	-1.2	4	2	-3	-9	-6
C#CCN(C[C@@H](CC(C)C)NC(=O)OC(C)(C)C)S(=O)(=O)c1ccc(Br)cc1F	-4	.	-0.6	.	10	1	11	.
O=C(CCCN1C(=O)c2ccccc2C1=O)NCc1ccco1	1	0.97	-3.7	-5	27	0	-4	-10
O=C(N/N=C/c1ccc([N+](=O)[O-])o1)c1cn2ccc3ccccc3c2n1	-1	1.4	5.5	-6	-4	-27	16	-11
COCCCNC(=O)C1CCN(C(=O)Nc2ccc(Cl)cc2)CC1	2	1.1	2.6	-3	8	1	-6	-14
CCSc1nnc(NC(=O)c2nn(C(C)C)c(=O)c3ccccc23)s1	-3	0.91	-0.5	-3	9	1	-15	-10
Cc1nnc2sc(SCC(=O)N3CCCCC3)nn2c1=O	1	1	-2.1	0	4	1	-4	10
COc1ccccc1N1CCN(S(=O)(=O)c2cccs2)CC1	-1	0.99	-0.8	5	11	2	0	8
CC(=O)N/C(=C\c1ccc(F)cc1)C(=O)NC(Cc1ccccc1)C(=O)O (stereo not given)	-1	1.1	0.5	-3	3	0	4	-17
CCn1c(CSc2nnc3ccccn23)nc2cc(C(=O)O)ccc21	-2	1	-0.1	-4	-4	-1	-5	1
CC1CCN(CC(=O)Nc2cccc(C(=O)Nc3cccc(C(F)(F)F)c3)c2)CC1	-30	0.88	38	-7	12	-1	26	-24
Cc1ccc(S(=O)(=O)N2CCOC2CNC(=O)C(=O)NCCc2c[nH]c3ccccc23)cc1 (stereo not given)	1	0.9	8.8	-15	7	-2	-3	11
Cc1nnc(Oc2ccccc2)c2ccccc12	3	0.95	-0.8	3	11	2	-11	9
Cc1ccc(CC(=O)Nc2nnc(-c3ccc(F)cc3)o2)c(C)c1	-5	1.2	-1.3	-2	11	3	-3	-12
Cc1nc2cc(C(=O)O)ccc2n1-c1ccc(F)cc1F	15*	0.94	3.2	-1	4	6	-11	2
CCOC(=O)CN1C(=O)CN(c2ccc(C)cc2)C1=O	-3	1	1.6	3	18	-2	-13	9
Cc1ccc(-c2n[nH]c(=S)n2-c2ccccc2)cc1	1	1.1	-2.3	0	-12	1	32	-19
Cc1ccc(OCC(=O)NNC(=O)C2CCCO2)c(C)c1 (stereo not given)	-1	1.4	2.0	3	-1	1	-14	-7
Cc1ccn2c(C(=O)NN=C3CCCCCCC3)c(C)nc2c1	1	1.2	1.0	-1	21	1	-10	2
CCOc1cccc(C(=O)N/N=C/c2coc3ccccc3c2=O)c1	3	1.1	-0.2	35	-108	0	-6	-2
CC(C)NC(=O)CN1C(=O)CSc2ccc(S(=O)(=O)N3CCCC3)cc21	1	1	-1.8	-2	22	0	-5	-11
COc1cc(CN2CCN(Cc3ccc(SC)cc3)CC2)cc(OC)c1O	-3	0.97	0.6	-13	14	-1	25	-6
O=C(Oc1ccc(Cl)cc1N1C(=O)CCC1=O)c1ccco1	2	0.99	-1.4	-11	2	3	1	-25

(further entries)
SMILES	GRIN3A LBD mod	hIAP act	MPTP inh	ATG4B inh	SENP8 inh	SENP1 FRET inh	PfG6PD inh	SENP6 block
Cc1ccc(NC(=O)c2cc3ccccc3o2)cc1S(=O)(=O)N(C)C	-2	.	0.1	-22	12	1	27	.
N#Cc1cn(CC(=O)NCC2CCCO2)c2ccccc12 (stereo not given)	-8	1.1	1.2	-4	4	-1	11	2
COC(=O)N/N=C/c1cn(CCOc2cccc(OC)c2)c2ccccc12	-27	1.1	0.2	17	10	1	4	15
COc1c(NC=O)c2c(c([N+](=O)[O-])c1OC)C(=O)OC2	-1	.	-1.8	-2	17	3	-14	.
Cc1ccc(S(=O)(=O)NCC(=O)N(CC(=O)NCC2CCCO2)Cc2ccco2)cc1 (stereo not given)	-1	1.1	-0.9	-4	6	0	8	-9
S=C1NCCOCCOCCNC(=S)N2CCOCCOCCN1CCOCCOCC2	0	0.97	-1.7	3	10	3	3	2
Cc1cc2nc(C3CCN(Cc4nnnn4Cc4ccccc4)CC3)[nH]c2cc1C	1	1.2	1.3	-33	-2	0	5	-16
CCC1CO/C(=C(\C(=C(Cl)Cl)N2CCOCC2)[N+](=O)[O-])N1 (stereo not given)	0	1.1	-0.5	-10	10	1	1	0
CCCN(C(=O)c1ccccc1Cc1ccccc1)C1CCS(=O)(=O)C1 (stereo not given)	0	0.96	-0.3	-2	24	0	-9	2
O=C(C1CCN(c2ncnc3c2nc2n3CCCCC2)CC1)N1CCN(c2cccc(Cl)c2)CC1	-1	1.3	-2.0	47*	9	1	-6	-19
CC(=O)NC(c1cc(Cl)c2cccnc2c1O)C1CC1 (stereo not given)	-7	1.5	-2.2	-3	15	5	-21	0
Cc1oc(-c2ccc(Cl)cc2)nc1CS(=O)CC(=O)NC1CCCCCC1 (stereo not given)	0	0.97	-0.3	5	-1	2	-19	4
c1ccc2c(c1)cnc1ccccc12	-2&2	1.2&1.1	3.7&1.5	-11&-9	13&14	2&3	13&16	-7&-34
NC(=O)[C@@H]1CCCNc2c(F)cc([N+](=O)[O-])cc2C(=O)N[C@@H](CO)C(=O)N[C@@H](Cc2ccc(O)cc2)C(=O)N1	-5	0.89	0.8	-13	16	1	-4	-18
CCOC(=O)C1C(=O)NC(N2CCN(c3ccccc3)CC2)=NC1c1ccccc1 (stereo not given)	-1	1	-2.0	3	15	3	-12	6
CCC1Oc2ccccc2N(CC(=O)NCC2CCCO2)C1=O (stereo not given)	1	0.94	0.4	-3	8	1	-8	-10
CCc1ccc(NC(=O)N(Cc2ccco2)C(C)c2cccs2)cc1 (stereo not given)	2	1	1.6	11	5	4	-5	-9

Part of the list above, field by field.
compound: CCSc1nnc(NC(=O)c2nn(C(C)C)c(=O)c3ccccc23)s1
  GRIN3A LBD mod = -3; hIAP act = 0.91; MPTP inh = -0.5; ATG4B inh = -3; SENP8 inh = 9; SENP1 FRET inh = 1; PfG6PD inh = -15; SENP6 block = -10
compound: Cc1nnc2sc(SCC(=O)N3CCCCC3)nn2c1=O
  GRIN3A LBD mod = 1; hIAP act = 1; MPTP inh = -2.1; ATG4B inh = 0; SENP8 inh = 4; SENP1 FRET inh = 1; PfG6PD inh = -4; SENP6 block = 10
compound: COc1ccccc1N1CCN(S(=O)(=O)c2cccs2)CC1
  GRIN3A LBD mod = -1; hIAP act = 0.99; MPTP inh = -0.8; ATG4B inh = 5; SENP8 inh = 11; SENP1 FRET inh = 2; PfG6PD inh = 0; SENP6 block = 8
